DAX1 inh-1: DAX1 (NR0B1) inhibitors on StAR promoter, primary screen, cell-based, luminescence, SF-1 (NR5A1), full-length DAX-1. HEK293T StAR-luciferase reporter, SF-1/DAX-1 repression relief. inhibition, % at 6.8 µM. 370,000 compounds, 1.1% hits. AID 652010, 2013;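 active = inhibition above the mean over all tested compounds plus 3 SD, cut at about 3.6% in these data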;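 note: 0% = DAX-1 cells with DMSO and 100% = cells lacking DAX-1 with DMSO; higher inhibition means more luminescence from relief of DAX-1 repression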
SMARCA2 act: SMARCA2 (BRM) function activators, primary screen, cell-based, luminescence, high throughput; AID 652017, 2013; activation, % at 9.1 µM; 370,000 compounds, 1% hits; MG213 cells, MMTV-luciferase reporter, dexamethasone, overnight; in the data active = activation above about 7.8%;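 note: 0% = vehicle wells and 100% = reference activator wells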
FXN GAA850 act: FXN promoter activators, primary screen, cell-based, luciferase luminescence, HEK293 lucGAA850; HEK293 lucGAA850 FXN promoter luciferase reporter, 24 h; percent of 10 µM SAHA response; activation, % at 6 µM; 360,000 compounds, 0.56% hits;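 active = activation above the average of all compounds screened plus 3 SD, cutoff fixed separately per campaign, cut at about 7.5% in these data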;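 note: 0% = DMSO wells and 100% = 10 µM SAHA wells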
ADAM10 inh: human ADAM10 inhibitors, primary screen, biochemical, QFRET, HTS; 370,000 compounds, 0.62% hits; Disintegrin and metalloproteinase domain-containing protein 10 (Homo sapiens), O14672; recombinant ADAM10, EDANS/DABCYL FRET peptide cleavage, 3 h; inhibition, % at 7 µM;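 active = inhibition above a per-campaign cutoff equal to the mean of compounds falling between control-based bounds plus 3 SD, cut at about 20% in these data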;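 note: 0% = DMSO wells while the 100% control is not disclosed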
Target sequence (O14672 214-748 limits assumed): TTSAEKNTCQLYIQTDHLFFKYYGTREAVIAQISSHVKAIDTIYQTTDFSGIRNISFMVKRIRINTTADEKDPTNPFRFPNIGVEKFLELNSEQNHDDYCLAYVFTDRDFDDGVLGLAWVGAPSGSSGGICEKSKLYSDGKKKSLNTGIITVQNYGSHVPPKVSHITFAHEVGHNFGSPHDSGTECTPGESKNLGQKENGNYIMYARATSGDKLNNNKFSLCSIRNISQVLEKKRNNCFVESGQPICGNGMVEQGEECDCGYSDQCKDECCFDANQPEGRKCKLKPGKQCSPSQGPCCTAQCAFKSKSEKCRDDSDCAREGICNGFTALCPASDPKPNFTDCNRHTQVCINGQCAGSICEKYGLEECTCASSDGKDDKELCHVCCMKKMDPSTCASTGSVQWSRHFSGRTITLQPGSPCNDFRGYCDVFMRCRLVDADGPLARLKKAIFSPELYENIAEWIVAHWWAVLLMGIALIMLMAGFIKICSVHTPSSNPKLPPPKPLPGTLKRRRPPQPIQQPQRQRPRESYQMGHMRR
hgDAF12 agonist: H. glycines DAF-12 receptor agonists, primary screen, cell-based, luminescence, HEK293, GAL4 fusion, UAS-luciferase | Nuclear hormone receptor DAF-12 (Heterodera glycines), GAL4 fusion | HEK293 GAL4-hgDAF12 UAS-luciferase reporter, agonist luminescence; normalized to butyrate control | activation, % at 6.8 µM | 370,000 compounds, 1.8% hits | AID 687014, 2013;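 active = activation above a cutoff set at the mean of all screened compounds plus 3 SD, cut at about 10% in these data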;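 note: 0% = DMSO wells and 100% = sodium butyrate wells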
ADAM17 inh: ADAM17 inhibitors, primary screen, biochemical, QFRET | Disintegrin and metalloproteinase domain-containing protein 17 (Homo sapiens), P78536 | 370,000 compounds, 0.83% hits | recombinant ADAM17, EDANS/DABCYL FRET peptide cleavage | inhibition, % at 6.95 µM | AID 720648, 2013;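 active = inhibition above the mean of compounds lying between control limits plus 3 SD, set per campaign, cut at about 8.5% in these data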;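 note: 0% = DMSO-only wells as the low control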
hcDAF-12 act: H. contortus DAF-12 nuclear receptor activators, primary screen, cell-based, luminescence, HEK293, lit1-tk-luc reporter | 370,000 compounds, 1.4% hits | HEK293 hcDAF-12 lit1-tk-luc reporter; 0% DMSO, 100% Δ7-dafachronic acid | activation, % at 6.8 µM;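 active = activation above the mean of all tested compounds plus 3 SD, cut at about 5.5% in these data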;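 note: 100% = response to 3 µM Δ7-dafachronic acid high control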
NPR1 activator: GC-A stimulated cGMP production enhancers – HEK293 GC-A cells, cGMP TR-FRET, EC30 ANP, primary screen; Atrial natriuretic peptide receptor 1 (Homo sapiens), P16066; 0% at EC30 ANP, 100% saturating ANP; activation, % at 10 µM; 370,000 compounds, 0.14% hits; AID 1671463, 2021; in the data active = activation above about 40%
ssDAF12 agonist: S. stercoralis DAF-12 nuclear receptor activators, primary screen, cell-based, luminescence, HEK293, GRIP1 co-expression, lit1-tk-luc | AID 652126, 2013 | 370,000 compounds, 1% hits | Nuclear hormone receptor DAF-12 (Strongyloides stercoralis) | HEK293 ssDAF-12/GRIP1 lit1-tk-luc reporter; % of 3 µM dafachronic acid response | activation, % at 6.8 µM;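 active = activation above the mean over all tested compounds plus 3 SD, cut at about 0.9% in these data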;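 note: 0% = DMSO-only wells and 100% = 3 µM delta7-dafachronic acid wells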
PG9 Ab binder: binders of HIV-1 gp120 antibody PG9, primary screen, biochemical, TR-FRET; HIV-1 gp120 / PG9 antibody interaction; AID 624416, 2012; 360,000 compounds, 0.43% hits; inhibition, % at 6.7 µM; TR-FRET gp120-PG9 antibody binding; in the data active = inhibition above about 8.5%
DAX1 inh-2: DAX1 (NR0B1) inhibitors, primary screen, cell-based, HEK293, Gal4-DAX1, luciferase luminescence. Nuclear receptor subfamily 0 group B member 1 (Homo sapiens), P51843. HEK293 Gal4-DAX1 luciferase reporter. inhibition, % at 6.75 µM. 340,000 compounds, 0.99% hits. AID 504766, 2011;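 active = inhibition above the mean over all tested compounds plus 3 SD, cut at about 4.2% in these data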;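 note: 0% = DAX1-transfected cells with DMSO and 100% = empty-vector control cells with DMSO; inhibition shows as a rise in luminescence from relieved DAX1 repression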
Target sequence (P51843 207-470 limits assumed): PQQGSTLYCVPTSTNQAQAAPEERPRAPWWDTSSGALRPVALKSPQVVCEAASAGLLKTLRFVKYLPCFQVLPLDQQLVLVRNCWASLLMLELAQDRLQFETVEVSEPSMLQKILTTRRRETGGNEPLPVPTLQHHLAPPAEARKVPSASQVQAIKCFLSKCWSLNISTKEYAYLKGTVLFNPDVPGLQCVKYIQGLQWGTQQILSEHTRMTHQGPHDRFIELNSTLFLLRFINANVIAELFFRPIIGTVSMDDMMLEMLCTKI
Starred values were filed as active, the others as inactive; i = inactive; . = not tested or not shown.

SMILES | DAX1 inh-1 | SMARCA2 act | FXN GAA850 act | ADAM10 inh | hgDAF12 agonist | ADAM17 inh | hcDAF-12 act | NPR1 activator | ssDAF12 agonist | PG9 Ab binder | DAX1 inh-2
CCOC(=O)C1=C(N)N(c2cc(S(=O)(=O)N3CCOCC3)ccc2Cl)C(=O)C1 | -0.3 | 0.4 | 1.0 | -5.2 | 1.5 | 5.0 | -1.6 | -0.2 | -0.7 | -1.3 | -0.4
CC1CCCC(NC(=O)CN(C)CC(=O)Nc2ccc(F)cc2)C1C (stereo not drawn) | -1.0 | 2.5 | -0.6 | -5.6 | 2.5 | 0.2 | -0.3 | 1.4 | -1.4 | -1.4 | 0.8
COc1ccccc1NC(=S)NCc1ccco1 | -0.1 | -0.1 | 0.0 | 1.8 | 2.8 | -0.1 | 0.1 | -2.6 | -1.3 | -0.1 | 0.8
CCOC(=O)c1ccccc1NC(=O)c1n[nH]c(=O)c2ccccc12 | 0.1 | -0.1 | 2.5 | -1.7 | 1.7 | 0.6 | -0.4 | 12.6 | -0.5 | 0.2 | -1.1
O=C1CCCN1CCCNS(=O)(=O)c1ccc(Br)s1 | 1.1 | -2.6 | -0.1 | -12.0 | -0.1 | -4.3 | -1.6 | 3.7 | -1.0 | 1.0 | -0.2
CN(C)C(=O)c1cccn(Cc2cccc(C(F)(F)F)c2)c1=O | -0.5 | 1.0 | -0.2 | -3.9 | 0.9 | -0.8 | -0.6 | -2.3 | -1.1 | -1.2 | 1.2
Cc1[nH]c2ccccc2c1-c1nc(N)sc1C | 0.3 | -1.4 | 0.6 | -6.1 | -1.5 | -2.5 | 1.6 | -2.5 | -0.3 | -2.8 | 0.7
CC(C)Oc1ccc(C(=O)NC2CCSc3ccccc32)cc1 (stereo not drawn) | -1.8 | 0.6 | 1.0 | -10.7 | 0.2 | -2.1 | -2.7 | 2.0 | -1.2 | 8.5 | 0.5
Cn1ncc([N+](=O)[O-])c1C(=O)Nc1ccc2c(c1)OCCO2 | -1.8 | -3.0 | -6.9 | 0.9 | -6.8 | -3.0 | -3.6 | 1.5 | -2.2 | -0.5 | 1.1
CCOC(=O)C1=C(CC)OC(N)=C(C#N)C1c1cccs1 (stereo not drawn) | -0.6 | 0.3 | 5.7 | -6.8 | -1.6 | -5.5 | -0.1 | -4.6 | -1.3 | -3.2 | 0.1
O=C(C[n+]1ccc(/C=N/O)cc1)NC1CCCCC1 | -0.3 | 0.1 | 2.9 | -3.9 | -1.5 | -0.2 | 1.8 | 4.0 | -1.7 | -1.5 | 0.4
[N-]=[N+]=CC(=O)CNC(=O)[C@@H](Cc1ccccc1)N1C(=O)c2ccccc2C1=O | -1.0 | 2.3 | 1.4 | 1.6 | -0.4 | -1.1 | -0.4 | -1.3 | -1.1 | 0.4 | 1.1
O=S(=O)(NCc1ccccc1)c1ccccc1Br | 0.0 | 0.3 | 0.8 | 5.7 | 2.4 | -2.8 | -0.8 | 0.9 | -1.1 | -1.8 | 1.1
CC1=NC(C)Cc2ccccc21 (stereo not drawn) | -0.8 | 0.8 | 0.0 | -2.7 | -1.9 | -3.6 | -0.7 | 3.6 | -1.0 | 0.4 | 1.5
C=C(C)C(=O)Nc1cccc(C2=NOC3(C2)C[C@@H](C(N)=O)N(C(=O)/C=C/CC)C3)c1 (stereo partly drawn) | 0.1 | -1.3 | 1.3 | -3.3 | -0.9 | 3.2 | -0.9 | 0.6 | -1.1 | 1.4 | -0.8
CCc1nc2ccccc2c(C(=O)OCC(=O)N(CCOC)c2c(N)n(Cc3ccccc3)c(=O)[nH]c2=O)c1C | -1.1 | -1.7 | -3.1 | -5.4 | -2.6 | -0.1 | -0.2 | 0.1 | -1.0 | -2.6 | -0.9
Cc1ccc(N(C(=O)Cn2nnc(-c3ccc(C)o3)n2)C(C(=O)NC2CCCC2)c2ccco2)cc1 (stereo not drawn) | -0.3 | -1.8 | -2.5 | 6.0 | -0.2 | -4.4 | -2.1 | -1.6 | -1.3 | 1.2 | 0.4
COc1ccc(C)cc1N(C(=O)c1snc(C(N)=O)c1N)C(C(=O)NC1CCCC1)c1ccc(F)cc1 (stereo not drawn) | -0.3 | 2.4 | -1.6 | -54.3 | -0.8 | -21.7 | -1.3 | -9.8 | -1.1 | -1.5 | 0.7
C/C=C/c1cc(CN2CCN(c3ccc(OC)cc3)CC2)c(O)c(OC)c1 | -0.1 | -1.3 | 0.4 | 2.3 | 0.8 | 0.2 | 0.0 | 6.7 | -1.5 | 1.7 | 0.0
Nc1nnc(SCC(=O)Nc2cc(F)ccc2F)s1 | 0.0 | -1.3 | -0.7 | -1.2 | 4.1 | 2.8 | 0.0 | 4.4 | -1.3 | 1.4 | 1.2
COC(=O)c1c(C(=O)OC)c(-c2ccc(Br)cc2)n2c1CS(=O)C2 (stereo not drawn) | 0.1 | -1.8 | 1.8 | -2.4 | -1.1 | -4.6 | -1.0 | -2.4 | -0.7 | -0.8 | -0.8
Cc1n[nH]c(=O)c2c(NC(=O)CSc3nc4ccccc4c(=O)n3-c3ccc(OC(F)F)cc3)oc(C)c12 | -1.1 | -1.6 | 0.9 | -2.6 | 2.3 | -0.3 | -1.1 | 2.6 | -1.2 | -0.3 | -1.6
Cc1cccc(C(=O)NC(C)c2ccc(-n3ccnc3)cc2)c1C (stereo not drawn) | 0.9 | -1.3 | 2.1 | -0.4 | -2.3 | -2.9 | -3.1 | -4.4 | -1.4 | -0.3 | 0.0
CC(=O)NC(C)c1ccc(C(=O)CSc2nnc(C3CC3)n2C2CC2)cc1 (stereo not drawn) | -0.1 | 0.9 | 3.2 | -3.1 | 2.4 | -5.2 | -2.1 | 6.1 | -1.1 | -2.0 | -0.7
COc1ccc(C(=O)C2CCCN(C(=O)Cn3nc(C)nc3C)C2)cc1F (stereo not drawn) | 0.4 | -0.7 | 0.4 | -16.9 | 1.3 | -0.3 | 0.7 | 2.5 | -1.3 | -1.0 | 1.4

The listing continues:
SMILES | DAX1 inh-1 | SMARCA2 act | FXN GAA850 act | ADAM10 inh | hgDAF12 agonist | ADAM17 inh | hcDAF-12 act | NPR1 activator | ssDAF12 agonist | PG9 Ab binder | DAX1 inh-2
O=C(NCCC1=CCCCC1)C1CCC(=O)N(Cc2cccc(C(F)(F)F)c2)C1 (stereo not drawn) | -1.4 | -6.1 | -0.6 | -4.1 | -3.0 | -3.6 | 0.2 | -1.3 | -1.4 | 1.7 | 0.3
COC(=O)[C@H]1C[C@@H]1[C@H](NC(=O)c1cccnc1)c1ccccc1 | 0.9 | 2.1 | -0.4 | -1.5 | -0.2 | -3.8 | -2.3 | 2.0 | -1.3 | 2.0 | 0.1
CN(C)S(=O)(=O)c1ccc(C(=O)OCC(=O)NCc2ccco2)cc1 | -0.9 | -2.3 | 1.7 | 2.0 | -1.3 | 0.8 | -1.8 | 0.7 | -1.3 | -2.4 | 0.9
O=C(NO)C1CC2C=CC1C2 (stereo not drawn) | 0.9 | 3.4 | 1.4 | -6.4 | 1.1 | -3.5 | 0.1 | 1.0 | -1.1 | -2.2 | 0.8
Cc1cc(C)c(S(=O)(=O)N2CCN(S(=O)(=O)N3CCCCCC3)CC2)c(C)c1 | -0.2 | -0.5 | -1.3 | -0.4 | 0.1 | 0.7 | -0.1 | -3.8 | -0.7 | -1.7 | 0.7
COC(=O)[C@]1(Cc2ccccc2)N[C@H](CN(C)C(=O)c2ccccc2)[C@@H]2C(=O)N(C)C(=O)[C@@H]21 | 0.1 | 1.0 | -0.7 | -3.3 | 0.3 | -1.4 | -0.2 | 3.3 | -1.7 | -0.4 | -0.6
Cc1ccccc1NC(=O)C1CC(=O)N(Cc2ccccc2)C1 (stereo not drawn) | -0.5 | 4.0 | 1.4 | 7.1 | 6.9 | 1.9 | -0.1 | 1.1 | -1.7 | -1.9 | 0.0
CCOC(=O)c1cc2c(=O)n3ccccc3nc2n(Cc2ccco2)c1=NC(=O)c1ccc(OC)cc1 | -0.7 | -1.1 | -2.4 | i | 2.1 | i | -2.4 | -3.0 | -1.6 | 1.2 | -0.7
Clc1ccc(-c2ccccc2)nn1 | 0.3 | -0.3 | 0.6 | -3.7 | 1.2 | -2.8 | -0.8 | 1.9 | -0.8 | 5.7 | .
CC(=O)c1ccc(NS(=O)(=O)c2ccc(CC(C)C)cc2)cc1 | -0.8 | -0.9 | -1.9 | 2.9 | -2.7 | 1.3 | -1.8 | 1.1 | -1.9 | 3.1 | 1.0
CC(OC(=O)CCc1ccccc1)C(=O)Nc1ncc(Cl)cc1Cl (stereo not drawn) | -0.9 | 1.4 | 1.9 | -5.2 | -0.8 | -3.9 | 0.4 | 3.8 | -0.8 | -0.1 | 1.2
Cc1ccc(N2C(=O)N(CC(=O)Nc3cccc(C)c3C)C(=O)C2C)cc1 (stereo not drawn) | 0.0 | 0.7 | 2.1 | -1.1 | -0.8 | 2.4 | -1.2 | 2.7 | -0.6 | 1.3 | 0.3
N#CC(c1ccc(Cl)cc1)c1nc2ccccc2nc1C(F)(F)F (stereo not drawn) | -0.1 | -1.5 | 2.4 | 7.7 | -3.7 | 4.0 | -2.9 | -6.1 | -1.0 | 0.1 | -0.1
CC(=O)NC1(C(F)(F)F)C(=O)NC(C)=C1C#N (stereo not drawn) | -0.2 | 1.0 | -2.2 | -1.8 | 0.7 | -2.9 | -0.5 | 2.7 | -1.0 | 1.1 | 0.7
CC(=O)Nc1cccc(NC(=O)CS(=O)(=O)c2cn(CC(=O)N3CCCC3)c3ccccc23)c1 | -0.6 | 7.0 | 1.8 | -3.5 | 0.5 | -2.5 | 0.1 | 4.3 | -0.6 | 0.2 | -0.3

An excerpt from above, reduced to hcDAF-12 act:
mol,hcDAF-12 act
COC(=O)[C@H]1C[C@@H]1[C@H](NC(=O)c1cccnc1)c1ccccc1,-2.3
CN(C)S(=O)(=O)c1ccc(C(=O)OCC(=O)NCc2ccco2)cc1,-1.8

High-throughput results deposited in PubChem by several laboratories.
